Glioma ERSR ind: inducers of ER stress response in human glioma cells; U87-MG GRP78 promoter luciferase reporter, 16 h; Potency, µM, for inactives: at the top dose activation, actives largely listed as activators; actives 0.02% (n = 420,000); AID 602332; note: potency is the fitted concentration of half-maximal effect; series mostly up to about 76 µM; % of control where 0% means no effect; nearly all actives have a fitted effect of over 35% in size
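ERSR induction read as luciferase luminescence (Bright-Glo, 10 min at room temperature) in stably transfected human U87-MG glioma cells exposed to compounds for 16 h, using GRP78 as sensor.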
Vif-A3G inh: blocks the Vif interaction with human APOBEC3G; Q9HC16; HeLa A3G-eYFP + Vif (tagged APOBEC3G with the HIV-1 protein that degrades it), YFP fluorescence, overnight; Potency, µM (doses to about 46.1 µM), without a hit: at the highest dose activity, negative = active, usual class: inhibitors; actives 0.076% (n = 410,000);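 note: potency is the fitted concentration of half-maximal effect; % is set by controls: 0 for no effect and ±100 for the full control effect; nearly all actives have a fitted effect of over 60% in size; hits raise eYFP signal because A3G escapes Vif-driven loss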
Target sequence (Q9HC16 whole entry, looked up): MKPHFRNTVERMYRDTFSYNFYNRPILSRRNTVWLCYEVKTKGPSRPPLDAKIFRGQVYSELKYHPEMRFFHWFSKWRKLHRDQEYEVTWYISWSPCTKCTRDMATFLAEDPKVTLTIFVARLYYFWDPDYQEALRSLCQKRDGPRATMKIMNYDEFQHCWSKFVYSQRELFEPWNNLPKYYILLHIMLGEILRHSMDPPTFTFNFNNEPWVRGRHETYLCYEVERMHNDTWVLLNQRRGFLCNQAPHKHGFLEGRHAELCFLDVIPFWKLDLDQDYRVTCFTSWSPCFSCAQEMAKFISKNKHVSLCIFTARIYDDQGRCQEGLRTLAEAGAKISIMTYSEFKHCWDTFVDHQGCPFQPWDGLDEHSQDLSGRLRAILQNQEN
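HeLa cells stably expressing Vif and C-terminally eYFP-tagged A3G, seeded overnight at 37 deg C, then exposed to compound by pintool overnight at 37 deg C. Rise in yellow fluorescence (Ex 488/Em 500-530, Acumen) marks blocked Vif-driven A3G degradation.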
mIDH1 inhibitor: blocks human mutant IDH1 R132H enzyme. IDH1-R132H enzyme, NADPH consumption, diaphorase/resazurin fluorescence. AID 602179. actives 0.093% (n = 390,000). Potency, µM (series often up to 76.6 µM), without a hit: top-dose activity change, negative = inhibition, actives largely listed as inhibitors. O75874; note: potency is the fitted concentration of half-maximal effect; % is set by controls: 0 for no effect and ±100 for the full control effect; nearly all actives have a fitted effect of over 65% in size
Target sequence (O75874 whole entry R132H, stated change not applied): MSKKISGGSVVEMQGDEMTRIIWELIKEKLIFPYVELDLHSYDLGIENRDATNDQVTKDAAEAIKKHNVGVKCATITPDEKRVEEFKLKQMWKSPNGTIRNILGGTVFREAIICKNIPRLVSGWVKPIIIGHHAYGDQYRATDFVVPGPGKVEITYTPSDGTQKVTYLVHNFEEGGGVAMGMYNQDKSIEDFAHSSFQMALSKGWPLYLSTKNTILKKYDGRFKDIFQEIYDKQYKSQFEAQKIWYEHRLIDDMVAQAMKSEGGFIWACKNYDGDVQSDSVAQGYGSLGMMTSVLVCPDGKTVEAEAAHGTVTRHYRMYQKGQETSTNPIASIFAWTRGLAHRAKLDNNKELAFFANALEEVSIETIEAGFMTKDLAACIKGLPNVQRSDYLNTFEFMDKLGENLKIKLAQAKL
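IDH1-R132H (0.5 ug/mL) preincubated 30 min with compound, then NADPH (0.016 mM) and alpha-KG (2 mM) added; 80 min at RT, pH 7.5. Remaining NADPH coupled via diaphorase/resazurin to fluorescence (540/590 nm); concentration-response curves normalized to no-enzyme control.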
LDHA inh: blocks human lactate dehydrogenase A; P00338; purified LDHA, NADH/diaphorase-resazurin fluorescence; hits give low values; AID 1347041; actives 0.15% (n = 480,000); activity change, % (values are at about 110 or 230 µM); in the data active = activity change below about -30%; inconclusive = mostly about -25% to -30%;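 note: plate controls were DMSO wells for no effect and wells without enzyme for full effect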
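Remaining NADH was detected by diaphorase (0.133 mg/mL) converting 37 µM resazurin to fluorescent resorufin, read at 0 and 20 minutes. The preceding 5-minute room-temperature reaction used 2 nM LDHA, 0.2 mM sodium pyruvate and 0.06 mM NADH at pH 7.4.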
RGS4 inh: human RGS4 inhibition; actives 0.039% (n = 390,000); Transcreener GDP fluorescence polarization, RGS4-accelerated GTP hydrolysis; P49798; Potency, µM (top dose mostly 114 µM), without a hit: at the highest dose activity change, negative = inhibition, hits mostly inhibitors; note: potency is the fitted concentration of half-maximal effect; % is set by controls: 0 for no effect and ±100 for the full control effect; nearly all actives have a fitted effect of over 75% in size; some results filed as inactive show a strong effect at the top dose
Target sequence (P49798 whole entry, looked up): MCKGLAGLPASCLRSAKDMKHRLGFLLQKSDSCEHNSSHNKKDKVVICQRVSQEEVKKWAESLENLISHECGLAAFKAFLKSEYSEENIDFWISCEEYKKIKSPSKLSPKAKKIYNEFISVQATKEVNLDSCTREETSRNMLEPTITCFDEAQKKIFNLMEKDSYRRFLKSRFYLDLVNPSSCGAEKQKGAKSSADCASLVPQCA
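MLSMR compounds (23 nl, pin-transferred) preincubated 10 min at room temperature with a 500nM (2x) first reagent, then RGS4 at 900nM (2x) plus Transcreener GDP mix added; fluorescence polarization (620/688 nm) read before and after 90 min at 30 °C.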
rTrxR1 inhibitor: rat TrxR1 inhibition; O89049; recombinant rTrxR1, NADPH fluorescence consumption, selenite substrate; Potency, µM (doses to about 114 µM), for inactives: top-dose activity change, negative = inhibition, actives largely listed as inhibitors; actives 1% (n = 390,000); AID 588453; note: potency is the fitted concentration of half-maximal effect; % is set by controls: 0 for no effect and ±100 for the full control effect; nearly all actives have a fitted effect of over 65% in size
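Rat TrxR1 (90 nM in the dispensed reagent) was pre-reduced with 400 uM NADPH for 5 min at room temperature, then incubated with compound for 15 min. After 400 uM selenite was added, NADPH fluorescence (Ex 340/Em 450 nm) was followed for 8 min.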
USP1-UAF1 inh: USP1/UAF1 (human) deubiquitinase inhibition | Potency, µM (doses to about 57.1 µM), without a hit: at the top dose activity change, negative = inhibition, usual class: inhibitors | actives 0.23% (n = 390,000) | recombinant USP1/UAF1, Ub-Rhodamine cleavage fluorescence; note: potency is the fitted concentration of half-maximal effect; % is set by controls: 0 for no effect and ±100 for the full control effect; nearly all actives have a fitted effect of over 60% in size; inactives centre near -12
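In this screen, compounds sit with the deubiquitinase complex (1nM) for 15 min at room temperature before Ub-Rho is added at 150nM final. Fluorescence rise is then followed for 6 reads every 60 seconds.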
Vif-A3F inh: Vif-A3F binding inhibition; HeLa A3F-eYFP + Vif (tagged APOBEC3F with the HIV-1 protein that degrades it), YFP fluorescence increase; Potency, µM (titrated, usually from 46.1 µM), without a hit: at the top dose activity, negative = active; AID 602313; actives 0.2% (n = 390,000); note: potency is the fitted concentration of half-maximal effect; % of control where 0% means no effect; nearly all actives have a fitted effect of over 65% in size
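Fluorescence increase (Ex 488/Em 500-530) after overnight compound treatment at 37 deg C flags inhibition of Vif-driven A3F-eYFP loss in stable HeLa A3F-eYFP/Vif cells seeded overnight beforehand.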
TrxR1 substrate: is turned over as a substrate by rat TrxR1 | O89049 | purified TrxR1 substrate turnover, NADPH consumption readout | Potency, µM (doses to about 114 µM), inactives show at the highest dose activity change, negative = substrate turnover | actives 0.01% (n = 390,000); note: potency is the fitted concentration of half-maximal effect; % is set by controls: 0 for no effect and ±100 for the full control effect; nearly all actives have a fitted effect of over 50% in size
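Rat TrxR1, dispensed at 90 nM, was prereduced with 400 uM NADPH (final) for 5 min at ~22 deg C, then incubated with compound 15 min before 400 uM selenite. A first-read NADPH fluorescence drop versus no-compound background flagged substrates.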
An asterisk follows results filed as active; ? = inconclusive; . = not tested or not shown; & = joins results of further samples; [ ] = dose if it differs, or a comment. Unless noted, calls come from the whole dose curve; as a rule, active = well fitted curve in the direction sought with a large enough effect; inconclusive = small, poorly fitted or top-dose-only effect, or another doubt; inactive = no such curve, though single readings can be large; an effect the other way counts as inactive or inconclusive. A portion of the library; count on the stated rates, not on these rows.

Below each compound – Glioma ERSR ind | Vif-A3G inh | mIDH1 inhibitor | LDHA inh | RGS4 inh | rTrxR1 inhibitor | USP1-UAF1 inh | Vif-A3F inh | TrxR1 substrate
Cc1ccc(S(=O)(=O)N(C)C)cc1NC(=O)COC(=O)/C=C/c1cccs1
  -2% | 2% | 5% | -2 | -18% | -11% | -15% | 2% | -13%
Brc1ccc(C2=Nn3c(nnc3-c3cccnc3)SC2)s1
  -1% | -6% | 4% | -3 | -21% | -13% | -18% | . | 2%
CCOC(=O)c1cnc(SC)nc1Oc1cccc(NS(=O)(=O)c2ccc(F)cc2)c1
  -7% | -1% | 8% | -9 | -10% | 10% | -14% | 6% | 3%
CC1CCCN(C(=O)CN(c2ccccc2)S(=O)(=O)c2ccc(F)cc2)C1 (stereo unspecified)
  -1% | -8% | 10% | -2 | 3% | 7% | -16% | -1% | 2%
Cc1cccc(C)c1NC(=O)CN(C)CC(=O)Nc1ccc(F)c(Cl)c1
  -1% | -1% | -7% | -5 | 2% | -1%[57.1 µM] | -25% | 8% | 6%[57.1 µM]
Cc1cccc(C)c1NC(=O)c1cn(-c2ccccc2)nc1-c1ccccc1
  0% | 1% | 2% | -4 | -28% | 12% | -26% | -15% | -1%
Cc1ccc(S(=O)(=O)N2CCC(C(=O)OCC(=O)N3CCc4ccccc43)CC2)cc1
  -4% | 0% | 1% | 2 | 5% | -2% | -9% | -1% | -2%
O=C(COc1ccccc1F)Nc1ccc2nc(SCC(=O)N3CCOCC3)sc2c1
  -5% | -9% | 0% | 2 | -27% | 6% | -7% | 0% | -1%
COc1ccc(C2=NNC(=Nc3cc(S(=O)(=O)N(C)C)ccc3C)SC2)c(OC)c1
  -4% | -10% | -2% | -6 | -7% | 17% | -24% | 0% | 0%
O=[N+]([O-])c1cc(-c2nnc(N3CCOCC3)c3ccccc23)ccc1N1CCOCC1
  -2% | 0% | 10% | 1 | -4% | -18% | -11% | 2% | -7%
CCN(CC(=O)NC(C)C)C(=O)CCNC(=O)c1ccc(Cl)cc1
  -4% | -1% | 0% | -8 | -31% | -2% | -18% | 5% | -2%
Cc1ccc(CCNC(=O)c2nnn(-c3cccc(C)c3)c2N)cc1
  -4% | 2% | -1% | -11 | -9% | 11% | -16% | -2% | -9%
CCOc1ccccc1C(=O)NC(C(=O)Nc1ccccc1N1CCOCC1)C(C)C (stereo unspecified)
  -4% | 0% | 8% | -14 | 28% | 19% | 0% | 2% | 1%
Cc1ccc(NC(=S)c2ccncc2)cc1
  0% | 6% | 5% | -2 | 1% | 10% | -17% | 6% | -2%
Cc1sc2ncnc(N3CCC(C(=O)NNC(=O)COc4ccc(Cl)cc4)CC3)c2c1C
  -1% | 1% | -9% | -3 | 4% | 30% | -13% | 1% | -4%
O=C(COC(=O)c1cc2ccccc2oc1=O)Nc1cccc(S(=O)(=O)N2CCCCCC2)c1
  7% | 4% | -9% | -6 | 11% | 9% | 2% | 0% | -1%
Cc1ccc(C(=O)Nc2sc3c(c2C(=O)O)CCCC3)o1
  3% | -2% | 18% | -13 | 1% | -20% | -27% | 3% | -14%
COc1ccc(C)cc1Nc1n[n+](-c2ccccc2)c(-c2ccc(N(C)C)cc2)s1
  -4% | ? | ? | 3 | -12% | 8.9µM* | -20% | ? | 0%
O=C(Nc1ccc(Cl)cn1)c1ccc(Oc2ccccc2)cc1
  -2% | 4% | 1% | -10 | 16%[56.9 µM] | 17% | -12% | -3% | -5%
CN(C)C(=O)c1ccc(-c2cc(C(F)(F)F)n(C)n2)s1
  -1% | 0% | 19% | -9 | -2% | 0%[57.1 µM] | -8% | -12% | 7%[57.1 µM]
Cc1cc(C)n(Cc2ccc(C(=O)O)o2)n1
  -3% | 3% | 10% | -6 | 10% | 7% | 2% | 3% | -1%
CCc1ccc(N2C(=O)C(Cl)=C(N3CCCCCC3)C2=O)cc1
  0% | 5% | 9% | 0 | 7% | 1% | -18% | 6% | -5%
CCCCN(S(=O)(=O)c1ccccc1)S(=O)(=O)c1ccccc1
  -1% | 0% | 3% | 1 | -5% | 11% | -22% | 11% | -5%
CC1Cc2cc(S(=O)(=O)CCC(=O)Nc3ccc(F)cc3)ccc2N1C(=O)C1CC1 (stereo unspecified)
  -1% | 0% | -2% | -6 | 4% | 18% | -4% | 2% | 4%
O=S(=O)(NCC1CC1)c1cccc(S(=O)(=O)N2CCCC2)c1
  -4% | 1% | 7% | -4 | 29% | 20% | 0% | -1% | 7%[57.1 µM]
COc1ccc(NC(=O)CCS(=O)(=O)c2ccc3c(c2)CCCN3C(C)=O)cc1Cl
  -4% | 0% | 9% | -3 | 9%[56.9 µM] | 7% | -8% | 2% | 2%
CC1CCc2c(C(=O)NCCN3CCOCC3)csc2C1 (stereo unspecified)
  2% | 0% | 0% | -8 | 10% | 20% | -7% | -13% | 9%
COc1ccc(-c2cc(C(=O)Nc3ccccc3F)on2)cc1
  5% | 0% | 0% | -2 | -4% | 26% | -24% | -4% | 3%
Clc1ccc(N2CCN(Cc3nnc(-c4ccc5c(c4)OCO5)o3)CC2)cc1
  -4% | 4% | -9% | -2 | 10% | 19% | -14% | 1% | 7%
Cc1ccc(C(=O)NC2CCN(CC(=O)Nc3cccc([N+](=O)[O-])c3)CC2)cc1
  -1% | 0% | 3% | 11 | -19% | 8%[57.1 µM] | -7% | 5% | -6%[57.1 µM]
COc1ccc(C(CNC(=O)c2cccc(NS(=O)(=O)c3ccc(C)c(F)c3)c2)N(C)C)cc1 (stereo unspecified)
  3% | 1% | -8% | -8 | 23% | 3%[57.1 µM] | -6% | -3% | 0%[57.1 µM]
COc1ccc(C(=O)/C(C)=N/O)cc1OC
  -1% | 2% | -5% | -5 | -8% | 10% | -13% | 0% | 0%
CCOC(=O)C1=C(O)/C(=C\c2ccc(CNS(=O)(=O)c3ccc(Br)cc3)o2)N=C1C
  -4% | 0% | -8% | 23 | -31% | 14µM* | -19% | 2% | 0%
Cn1cc(C(=O)C(=O)N2CCCC2)c2ccccc21
  -5% | 1% | -5% | -9&-4 | 24% | 10%[57.1 µM] | -1% | -10% | -4%[57.1 µM]
O=C(CSc1nnc(COc2ccccc2)o1)N1CCCC1
  -5% | -4% | 6% | -7 | 7% | 14% | -26% | -1% | 6%
Cc1ccc(CSc2nnc(-c3cccc(S(=O)(=O)N4CCOCC4)c3)n2CC(C)C)cc1
  -5% | 0% | -9% | -7 | 13% | 15% | -6% | -4% | 1%
CC1(C)C(C(=O)O)N2C(=O)C(NC(=O)Cc3ccccc3)C2S1=O (stereo unspecified)
  -4% | 5% | -7% | -2 | -19% | -5% | -10% | 6% | -5%
CCOc1cc(C(=O)NCCOC)ccc1OC
  -6% | 2% | 7% | -3 | 11% | 7%[57.1 µM] | -1% | 1% | -13%
CS(=O)(=O)N1CCN(c2ccc(NC(=O)c3cccnc3Cl)cc2)CC1
  -2% | 1% | -4% | 1 | 0% | 3% | -6% | 5% | -3%
CC(=O)Nc1cccc(/C(C)=N/NS(=O)(=O)c2ccccc2)c1
  -3% | 0% | -13% | -16 | -17% | -1%[57.1 µM] | -11% | 15% | -1%[57.1 µM]
Cc1ccc(NC(=O)COC(=O)CN2CCCCCC2=O)c(C)c1
  1% | 1% | 0% | 1 | -8% | 20% | -22% | 8% | 4%

Of the compounds above, 6 have a thiophene ring, fused or not.
Below each compound – Glioma ERSR ind | Vif-A3G inh | mIDH1 inhibitor | LDHA inh | RGS4 inh | rTrxR1 inhibitor | USP1-UAF1 inh | Vif-A3F inh | TrxR1 substrate
Cc1ccc(S(=O)(=O)N(C)C)cc1NC(=O)COC(=O)/C=C/c1cccs1
  -2% | 2% | 5% | -2 | -18% | -11% | -15% | 2% | -13%
Brc1ccc(C2=Nn3c(nnc3-c3cccnc3)SC2)s1
  -1% | -6% | 4% | -3 | -21% | -13% | -18% | . | 2%
Cc1sc2ncnc(N3CCC(C(=O)NNC(=O)COc4ccc(Cl)cc4)CC3)c2c1C
  -1% | 1% | -9% | -3 | 4% | 30% | -13% | 1% | -4%
Cc1ccc(C(=O)Nc2sc3c(c2C(=O)O)CCCC3)o1
  3% | -2% | 18% | -13 | 1% | -20% | -27% | 3% | -14%
CN(C)C(=O)c1ccc(-c2cc(C(F)(F)F)n(C)n2)s1
  -1% | 0% | 19% | -9 | -2% | 0%[57.1 µM] | -8% | -12% | 7%[57.1 µM]
CC1CCc2c(C(=O)NCCN3CCOCC3)csc2C1 (stereo unspecified)
  2% | 0% | 0% | -8 | 10% | 20% | -7% | -13% | 9%

Assay outcomes as filed in PubChem.
